# DDE Tn7 FP inh: inhibitors of Tn7 peptide binding to fibrin DD(E), primary screen, biochemical, fluorescence polarization, human fibrin, Tn7 probe | AID 720508, 2013 | FP displacement of FITC-Tn7 peptide from fibrin DD(E); 0% = median of compound wells per plate | Fibrinogen beta chain (Homo sapiens), P02675 | inhibition, % at 8.3 µM | 0.13% of 370,000 active;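 active = inhibition above the mean of compounds falling within the control limits plus 3 SD of them, cut at about 14% in these data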;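 note: 0% = plate median of compound wells and 100% = 10 µM Aha-Tn7 peptide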
#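 Also added: labelled Tn7 tracer, 0.1 µM; Assay system: human fibrin DD(E) protein; Amount: 2 µM fibrin DD(E); Schedule: 10 min compound pre-incubation, 3 h probe incubation at room temperature; Repeats: one replicate per compound; Read-out basis: percent inhibition; Measured by: fluorescence polarization of the labelled Tn7 tracer.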
# proKLK7 act: proKLK7 zymogen activators, primary screen, biochemical, fluorescence intensity; purified proKLK7, EDANS-DABCYL substrate fluorescence; 100% is mature enzyme control, 0% vehicle; activation, % at 7 µM; 0.9% of 370,000 active;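 active = activation above the mean of all tested compounds plus 3 SD, computed per campaign excluding outliers beyond control limits, cut at about 13% in these data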
# ASAP1 inh: inhibitors of human ASAP1 ArfGAP activity, primary screen, biochemical, fluorescence polarization; 0.19% of 360,000 active; ASAP1-stimulated ARF1 GTP hydrolysis, GDP FP detection; inhibition, % at 16.5 µM; in the data active = inhibition above about 25%;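 note: 0% = vehicle with enzyme and substrate and 100% = no enzyme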
# PLCg1 inh: PLC-gamma1 enzyme inhibitors, primary screen, biochemical, fluorescence, purified enzyme | 1-phosphatidylinositol 4,5-bisphosphate phosphodiesterase gamma-1 (Homo sapiens), P19174 | inhibition, % at 12.2 µM | 0.84% of 370,000 active | fluorogenic substrate; in the data active = inhibition above about 9.5%
# ADAM17 inh: ADAM17 inhibitors, primary screen, biochemical, QFRET. Disintegrin and metalloproteinase domain-containing protein 17 (Homo sapiens), P78536. recombinant ADAM17, EDANS/DABCYL FRET peptide cleavage. inhibition, % at 6.95 µM. 0.83% of 370,000 active;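 active = inhibition above the mean of compounds lying between control limits plus 3 SD, set per campaign, cut at about 8.5% in these data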;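 note: 0% = DMSO-only wells as the low control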
# MBD2 DNA inh: inhibitors of MBD2 binding to methylated DNA, primary screen, biochemical, TR-FRET, DNA-binding domain, human | inhibition, % at 4.4 µM | MBD2 binding to methylated oligonucleotide | Methyl-CpG-binding domain protein 2 (Homo sapiens), Q9UBB5 | AID 686964, 2013 | 0.31% of 370,000 active; in the data active = inhibition above about 13%
# ARFGAP1 inhibitor: inhibitors of rat ARFGAP1 GAP activity, primary screen, biochemical, fluorescence polarization, GDP tracer. ADP-ribosylation factor GTPase-activating protein 1 (Rattus norvegicus), Q62848. inhibition, % at 16.5 µM. 0.26% of 360,000 active. Arfgap1-stimulated ARF1 GTP hydrolysis, GDP FP detection;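 active = inhibition above a per-plate limit, mean inhibition of low control wells plus 3 SD, cut at about 25% in these data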;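 note: 0% = DMSO wells with enzyme and 100% = wells lacking Arfgap1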
#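 material = rat Arfgap1 catalytic domain, aa 1-136 | also added = human ARF1(Δ1-17)-GTP substrate | compound dosing = one concentration, 16.5 µM, DMSO 1.26% | times = GTP hydrolysis reaction 2 h at 25 °C | measured by = FP, GDP Alexa 633 tracer displaced from anti-GDP antibody, 620/688 nm | evaluation = percent inhibition of Arfgap1-stimulated GTP hydrolysis | replication = single well per compound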
# UHRF1 binding: UHRF1 methylated DNA binding inhibitors, primary screen, counter-screen for MBD2 inhibitor project, biochemical, TR-FRET, human UHRF1, single concentration | UHRF1 binding to methylated oligo | E3 ubiquitin-protein ligase UHRF1 (Homo sapiens), Q96T88 | 0.75% of 370,000 active | inhibition, % at 4.4 µM; in the data active = inhibition above about 21%;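 note: UHRF1 SRA domain binding a hemimethylated CpG hairpin DNA probe; 0% = median of test compound wells and 100% = reference inhibitor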
# DDE Tn6 FP inh: inhibitors of Tn6 peptide binding to fibrin DD(E), primary screen, biochemical, fluorescence polarization, human fibrin, Tn6 probe; Fibrinogen beta chain (Homo sapiens), P02675; Fibrin DD(E) TRITC-Tn6 fluorescence polarization displacement; inhibition, % at 8.3 µM; 0.21% of 370,000 active; AID 720509, 2013;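 active = inhibition above a per-campaign cutoff: mean of compounds within control limits plus 3 SD, cut at about 15% in these data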;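 note: 0% = median of all compound wells on the plate and 100% = blocking peptide control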
# PLC-beta3 inh: human PLC-beta3 inhibitors, primary screen, biochemical, fluorescence; 1-phosphatidylinositol 4,5-bisphosphate phosphodiesterase beta-3 (Homo sapiens), Q01970; Purified PLC-beta3, fluorogenic substrate; inhibition, % at 12.2 µM; 0.18% of 370,000 active; in the data active = inhibition above about 11%;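 note: 0% = median of compound wells on plate and 100% = full blocker control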
# Target sequence (Q01970 whole entry, looked up): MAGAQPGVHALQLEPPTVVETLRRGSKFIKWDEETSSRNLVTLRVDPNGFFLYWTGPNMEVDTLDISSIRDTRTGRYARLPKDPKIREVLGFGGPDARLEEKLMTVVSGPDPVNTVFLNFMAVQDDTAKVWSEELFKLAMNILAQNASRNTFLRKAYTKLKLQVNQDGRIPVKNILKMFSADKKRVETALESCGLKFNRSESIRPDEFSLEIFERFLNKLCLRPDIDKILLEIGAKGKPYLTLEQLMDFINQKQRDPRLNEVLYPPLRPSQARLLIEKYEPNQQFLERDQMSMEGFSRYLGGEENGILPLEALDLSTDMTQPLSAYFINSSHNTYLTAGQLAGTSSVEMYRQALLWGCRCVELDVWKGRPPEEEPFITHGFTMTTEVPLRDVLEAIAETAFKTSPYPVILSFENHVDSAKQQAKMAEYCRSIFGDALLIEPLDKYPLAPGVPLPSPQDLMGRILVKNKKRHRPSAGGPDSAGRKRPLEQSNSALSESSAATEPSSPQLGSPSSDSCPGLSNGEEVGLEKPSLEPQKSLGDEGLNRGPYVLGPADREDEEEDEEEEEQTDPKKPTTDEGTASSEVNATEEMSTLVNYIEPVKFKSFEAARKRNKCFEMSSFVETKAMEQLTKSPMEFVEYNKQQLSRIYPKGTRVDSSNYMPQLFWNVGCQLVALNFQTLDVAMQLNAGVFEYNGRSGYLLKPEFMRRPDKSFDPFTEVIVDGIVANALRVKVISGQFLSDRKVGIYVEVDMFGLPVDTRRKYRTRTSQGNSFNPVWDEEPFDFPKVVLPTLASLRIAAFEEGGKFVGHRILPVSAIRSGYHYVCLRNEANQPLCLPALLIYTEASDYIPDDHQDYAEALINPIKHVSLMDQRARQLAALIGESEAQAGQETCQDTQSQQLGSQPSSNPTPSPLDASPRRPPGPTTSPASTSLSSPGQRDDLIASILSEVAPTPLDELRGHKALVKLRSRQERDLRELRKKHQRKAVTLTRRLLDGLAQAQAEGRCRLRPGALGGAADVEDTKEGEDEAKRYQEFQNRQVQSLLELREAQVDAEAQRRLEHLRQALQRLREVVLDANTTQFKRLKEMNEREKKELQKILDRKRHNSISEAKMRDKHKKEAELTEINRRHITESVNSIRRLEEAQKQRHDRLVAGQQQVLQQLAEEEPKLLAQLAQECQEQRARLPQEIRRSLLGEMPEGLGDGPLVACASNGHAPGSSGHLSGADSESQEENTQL
# Active calls of the source: *; i = inactive; / = not tested or not shown. Outcome played no part in choosing rows; overall some 4.1% were active at least once.
SMILES,DDE Tn7 FP inh,proKLK7 act,ASAP1 inh,PLCg1 inh,ADAM17 inh,MBD2 DNA inh,ARFGAP1 inhibitor,UHRF1 binding,DDE Tn6 FP inh,PLC-beta3 inh
Cc1ccc(S(=O)(=O)N2CCCc3nc(C)c(C)cc32)cc1,1,-0.3,-5,2,-2,-1,9,1,1,-2
O=C(NC(=O)c1c(Cl)cccc1Cl)Nc1ccc(Oc2cccnc2)nc1,-5,0.2,-2,7,1,-2,-11,4,0,-3
N#Cc1ccc(C(=O)N2CCCCC2c2cc(C(=O)Nc3ccc4c(c3)OCO4)no2)cc1 (stereo not given),-2,0.3,-12,0,0,-3,-2,-1,11,5
COc1ccccc1N(C)S(=O)(=O)c1ccc(Cl)c(C(=O)Nc2ccncc2)c1,-2,-0.4,3,-1,-2,-2,-3,-2,-4,0
O=C(C1CCN(S(=O)(=O)c2c(Cl)cccc2Cl)CC1)N1CCCCCCC1,-7,-0.1,-1,7,3,2,3,5,-4,-1
C=C(C)C(=O)Nc1cccc(C2=NOC3(C2)C[C@@H](C(N)=O)N(C(=O)CC(c2ccccc2)c2ccccc2)C3)c1 (stereo not given in full),-2,1.1,-8,0,-3,26*,4,63*,-9,-1
N#Cc1ccc(OCC(=O)NCC2(N3CCCCC3)CCCCC2)cc1,8,0.5,-20,0,-3,-7,3,1,10,-7
COC(=O)[C@H](CC(C)C)NS(=O)(=O)c1ccccc1,2,-0.4,-2,1,-2,2,-5,0,-3,1
COc1ccccc1S(=O)(=O)N(C)C[C@@H]1OCc2cnnn2CCCC(=O)N([C@H](C)CO)C[C@@H]1C,2,0.1,-7,1,-3,3,4,0,-3,5
O=C(NCc1ccc(Cl)cc1)C(=O)NCC1OCCN1S(=O)(=O)c1cc(F)ccc1F (stereo not given),1,-0.1,-1,-1,-5,4,10,1,-1,-7
Cc1nn(C)cc1NC(=O)CC12CC3CC(CC(C3)C1)C2,-3,0.2,14,3,0,2,-1,5,2,1
Cn1c(SCC(=O)N2CCCCC2)nc2c(c1=O)SCC2,-6,-0.4,-3,0,-1,-2,5,1,-4,-7
COc1ccc2oc(=O)c(C(=O)NCc3cccnc3)cc2c1,3,-0.2,-6,i,-342,-6,-9,-4,5,i
Cc1cccc(OCCCN2CCCCCC2)c1,-1,-0.3,5,3,1,-7,6,-5,6,7
COc1ccc(/C=C2\CC3(OC(=O)C4CCCCC4)CCCN2C3)cc1 (stereo not given),2,-0.3,/,-1,1,-3,/,-1,1,-4
COC(=O)C(C)N1C(=O)S/C(=C\c2cc(C)n(-c3ccccn3)c2C)C1=O (stereo not given),-11,0.3,1,-25,2,0,0,-2,1,-36
COc1cccc(C2=CC(c3ccc(N(C)C)cc3)n3nnnc3N2)c1 (stereo not given),-1,0.4,3,-401,-11,0,-2,0,-4,i
Cc1ccccc1C1C(C#N)=C(N)N(N(C)C)C2=C1C(=O)CC(C)(C)C2 (stereo not given),1,0.7,-6,-17,-6,7,-6,2,-11,-18
Cc1cc([N+](=O)[O-])ccc1N,-1,0.3,-4,2,4,-1,8,2,5,3
CCCCn1nc(C(=O)N(CC(C)C)c2c(N)n(CCCC)c(=O)[nH]c2=O)c2ccccc2c1=O,1,0.0,0,-1,-4,6,-12,2,3,-11
NNC(=O)c1nc[nH]c1C(=O)Nc1ccccc1[N+](=O)[O-],-4,-0.7,8,1,1,-4,18,-3,1,1
CCC(C)NS(=O)(=O)c1ccc(OC)c(Cl)c1Cl (stereo not given),1,0.2,1,-1,4,4,-10,3,-2,0
Cc1ccc(C2=NOC(C)(c3nnc(-c4ccc(Cl)cc4)o3)C2)cc1 (stereo not given),11,0.4,5,0,2,-10,4,-2,-2,-2
COc1ccc(-n2cnc(=S)[nH]c2=S)cc1,-2,0.0,-8,1,0,-4,5,-3,2,-3
COC(=O)c1sc(-c2ccccc2)cc1NC(=O)c1cc(OC)cc(OC)c1,1,-0.6,9,-1,-2,3,0,4,-8,-109
COC(=O)C1=C(NC(=O)c2ccc(Br)cc2)CCS1,-2,0.3,-16,0,-1,-4,-5,-1,1,-2
COC(=O)CNC(=O)CCCCC(=O)NCC(=O)OC,2,-0.4,-8,1,3,-7,-5,-4,2,2
CCCCC(=O)Nc1ccc(C)c(S(=O)(=O)N2CCCCCC2)c1,-7,-0.3,8,6,-2,3,2,1,5,-4
COCCN(C(=S)Nc1ccc(C)cc1)C(C)c1cccnc1 (stereo not given),0,0.5,3,8,5,-3,13,3,0,1
COc1cc(CN2CCc3ccc(NC(=O)CCc4ccccc4OC)cc3C2)ccc1O,0,0.3,5,8,-1,-3,4,1,-8,-4
Cc1ccc(C)c(NC(=O)C2CC(O)CN2C(=O)Oc2ccccc2)c1 (stereo not given),-1,0.2,4,-4,-4,1,11,2,0,-4
CC(C)C[C@@]12C(=O)N(c3cccc(Br)c3)C(=O)N1[C@H](c1ccc(Cl)cc1)[C@@H]1C(=O)N(C3CCCCC3)C(=O)[C@@H]12,-5,-0.1,0,3,-1,1,6,2,7,5
O=C(Nc1nccs1)C1CC(=O)N(CCc2ccc(F)cc2)C1 (stereo not given),-1,-0.5,-1,1,0,1,-1,-4,-1,-3
COc1cc2oc(=O)cc(CN(Cc3ccccc3)Cc3ccccc3)c2cc1Cl,-4,0.2,-5,-12,-13,-4,-1,-3,-10,-20
O=C(CCN1C(=O)c2ccncc2C1=O)Nc1ccc(F)cc1,-5,-0.3,-8,0,-3,-2,-4,1,-3,4
CCOC(=O)c1sc(NC(=O)CSc2nc(-c3ccco3)cc(C(F)(F)F)n2)c(C#N)c1C,9,-0.2,-1,2,-6,8,-6,4,3,-4
OC(c1cccs1)c1nccc2ccccc12 (stereo not given),-3,0.7,3,3,0,-1,-7,1,-3,-1
CC(=O)c1ccc(-c2ccc(Cn3c(C)nc4cc(N)c(C)nc43)cc2)cc1,-5,-0.2,7,0,-3,7,14,1,-2,-1
CS(=O)(=O)c1nc(S(=O)(=O)c2ccc(Cl)cc2)c(NCc2ccccn2)s1,0,0.3,4,0,-1,-1,-3,0,-6,2
COc1ccc(NC2=C(NC(C)=O)C(=O)c3ccccc3C2=O)cc1,-4,0.4,7,1,0,-23,21,-19,-4,-3

# Already shown: an excerpt of the list.
SMILES,DDE Tn7 FP inh,proKLK7 act,ASAP1 inh,PLCg1 inh,ADAM17 inh,MBD2 DNA inh,ARFGAP1 inhibitor,UHRF1 binding,DDE Tn6 FP inh,PLC-beta3 inh
CC(=O)c1ccc(-c2ccc(Cn3c(C)nc4cc(N)c(C)nc43)cc2)cc1,-5,-0.2,7,0,-3,7,14,1,-2,-1
CS(=O)(=O)c1nc(S(=O)(=O)c2ccc(Cl)cc2)c(NCc2ccccn2)s1,0,0.3,4,0,-1,-1,-3,0,-6,2
COc1ccc(NC2=C(NC(C)=O)C(=O)c3ccccc3C2=O)cc1,-4,0.4,7,1,0,-23,21,-19,-4,-3

# The list continues:
SMILES,DDE Tn7 FP inh,proKLK7 act,ASAP1 inh,PLCg1 inh,ADAM17 inh,MBD2 DNA inh,ARFGAP1 inhibitor,UHRF1 binding,DDE Tn6 FP inh,PLC-beta3 inh
COc1ccc(N(CC(=O)N2CCCC2)S(=O)(=O)c2ccc(NC(C)=O)cc2)cc1,-2,0.0,-6,1,-4,3,-11,4,-2,-6
CN(C)CCCn1c(SCC(=O)N2c3ccccc3Sc3ccccc32)nc2ccccc2c1=O,1,-0.1,-10,-1,0,4,6,-1,-2,-1
COc1ccc(F)c(CN2CCC(CO)(Cc3cccc(C(F)(F)F)c3)CC2)c1,2,0.5,7,0,-7,3,-12,8,6,-6
Cc1cccc2nc(CNC(=O)C3CCC(=O)N(Cc4ccccc4F)C3)cn12 (stereo not given),3,0.1,1,4,-6,1,0,0,-1,-12
O=[N+]([O-])c1cccc(-c2nc(-c3ccccn3)no2)c1,-3,0.4,6,0,-5,-5,19,-2,2,-5
Cc1cccnc1NC(=O)C1CCN(S(=O)(=O)c2c(C)noc2/C=C/c2ccco2)CC1,-5,0.4,2,-7,0,1,-3,-2,12,-9
O=C(CNC(=O)C1COc2ccccc2O1)Nc1cc(Cl)ccc1Cl (stereo not given),-4,-0.3,3,-1,-4,-2,-8,-3,3,-11
COCc1cc(=O)[nH]c(N2CCN(Cc3ccc4c(c3)OCO4)CC2)n1,0,0.1,-10,-2,-9,1,7,1,6,-5
Fc1ccc(CN2CCN(c3ncccn3)CC2)c(F)c1,-8,0.7,3,7,3,2,2,2,0,0
Cc1ccc(N(C(=O)CC2NC(=O)NC2=O)C2(C(=O)NC3CCCC3)CCCCC2)cc1 (stereo not given),-7,0.0,-3,1,0,2,9,-1,-4,3
CC(=O)c1cccc(OCC(=O)N(Cc2ccco2)c2c(N)n(Cc3ccccc3)c(=O)[nH]c2=O)c1,3,-0.3,12,-1,-3,3,2,1,3,-8
CCOC(=O)[C@@H]1[C@H]2COc3ccccc3[C@@H]2N2C(=O)N(c3cccc(Cl)c3)C(=O)[C@@]12C,-6,0.3,1,2,-1,2,0,0,-4,3
CSc1nnc(C)c(=O)n1COC(=O)c1ccc(S(=O)(=O)N2CCOCC2)cc1,2,-0.1,-2,5,-1,-6,9,-3,-6,7
COc1cc([N+](=O)[O-])ccc1NC(=O)C[n+]1cccc(C)c1,-6,0.1,8,5,1,4,8,0,0,0
Cc1ccc(SCc2ccc(C(=O)Nc3ccccc3Br)cc2)cc1,-1,0.4,-5,-5,-1,2,3,9,4,-1
O=[N+]([O-])c1cc(C(F)(F)F)ccc1NCCOc1ccccc1,0,-0.3,-2,-2,0,2,0,1,2,1
COc1cccc(C(C(=O)NC(C)(C)C)N(C(=O)CCC(=O)Nc2cc(C)on2)c2ccc3c(c2)OCCO3)c1OC (stereo not given),3,0.2,3,1,-3,-2,-1,-1,2,-6
Cc1ccn2cc(CCNS(=O)(=O)c3ccc4c(c3)CCCC4)nc2c1,-4,-0.2,-17,1,-1,-1,-7,1,-2,2
O=C1c2ccccc2C(Nc2ccc3nc(-c4cccnc4)[nH]c3c2)N1Cc1ccco1 (stereo not given),0,-1.3,-6,-58,-13,0,5,-1,-7,-74

# Assay outcomes deposited in PubChem by The Scripps Research Institute Molecular Screening Center.
